Bioassay records: PubChem, Johns Hopkins Ion Channel Center
KCNQ2 inh: KCNQ2 channel blockers in CHO-K1 cells – cell-based, FluxOR thallium flux, B-score, primary screen (AID 2156). O88943. B-score at 10 µM. 20 min; stronger effect = lower value. 310,000 compounds, 1.1% hits;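 active = fluorescence ratio B-score at most minus 3 library SDs, with starting brightness B-score within 2 library SDs, cut at about -5.5 in these data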
Kir21 inh: Kir2.1 (mouse) channel inhibition. P35561. HEK293-Kir2.1, FluxOR thallium flux fluorescence; stronger effect = lower value. B-score at 10 µM. 310,000 compounds, 0.85% hits;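 active = fluorescence ratio B-score at or below minus 3 SD of library scores, with starting-brightness B-score within 2 SD, cut at about -4.2 in these data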;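 also: channel flux triggered by added potassium and thallium sulfate stimulus; B-score of peak minus minimum fluorescence over baseline after thallium stimulus; more negative B-score means stronger Kir2.1 block with less thallium influx; some compounds called inactive have numbers as strong as hits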
Target sequence (P35561 whole entry, looked up): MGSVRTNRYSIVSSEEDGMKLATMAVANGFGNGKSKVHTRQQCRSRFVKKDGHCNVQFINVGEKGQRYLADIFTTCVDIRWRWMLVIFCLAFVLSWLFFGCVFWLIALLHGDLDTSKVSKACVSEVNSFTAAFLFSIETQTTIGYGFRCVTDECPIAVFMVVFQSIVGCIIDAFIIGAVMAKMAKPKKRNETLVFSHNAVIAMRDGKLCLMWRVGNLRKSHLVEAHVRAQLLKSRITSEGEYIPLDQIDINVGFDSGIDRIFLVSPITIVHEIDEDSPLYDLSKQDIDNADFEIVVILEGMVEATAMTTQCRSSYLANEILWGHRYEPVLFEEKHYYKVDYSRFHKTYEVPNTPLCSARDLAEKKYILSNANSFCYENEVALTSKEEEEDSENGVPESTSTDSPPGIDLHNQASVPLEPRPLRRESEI
Numbers without * were called inactive; i = inactive.

Below each SMILES – KCNQ2 inh	Kir21 inh
CS(=O)(=O)N1CCN(c2ccc(NC(=S)NC(=O)c3ccccc3[N+](=O)[O-])cc2)CC1
→ i	1.1
COc1ccc(NC(=O)CCc2c(C)nn(-c3ccc(N4CCOCC4)nn3)c2C)cc1
→ i	-2.1
COc1ccccc1/C=N/NC(=O)C(=O)Nc1ccccc1OC(F)(F)C(F)F
→ i	-0.32
O=C(Nc1ccc(Cl)cc1)C1CCN(C(=O)c2cccs2)CC1
→ i	-0.4
CN(C)S(=O)(=O)n1cc(/C=C(\NC(=O)c2ccccc2F)C(=O)NCCCn2ccnc2)c2ccccc21
→ i	-2.1
CS(=O)(=O)N1CC(C(=O)NN)Oc2ccc(Cl)cc21 (stereo unspecified)
→ i	-0.11
CC1(C)COC(c2ccc(F)c([N+](=O)[O-])c2)=N1
→ i	1.1
CCN(c1ccccc1)S(=O)(=O)c1cccc(C(=O)NCC(c2ccco2)N2CCCC2)c1 (stereo unspecified)
→ i	-0.01
COc1cccc(CN2CCC(C(=O)Nc3ccc(Oc4cccnc4)cc3)CC2)c1
→ i	-2.2
Cn1c2ccccc2c(=O)c2ccc(F)cc21
→ i	1.7
O=C(c1ccccc1NS(=O)(=O)c1cccc(C(F)(F)F)c1)N1CCc2ccccc21
→ i	0.27
CC1=CC2=NC(=O)/C(=C/c3cccs3)C(=N)N2O1
→ i	0
CCn1c2ccccc2c2cc(NC(=O)CSc3nnc(C4CC4)n3Cc3ccco3)ccc21
→ i	-0.01
Cc1ccc(C(=O)O/N=C(\N)Cc2cccs2)cc1[N+](=O)[O-]
→ i	0.1
O=C(COC(=O)CN1C(=O)C2CCCCC2C1=O)Nc1ccc(S(=O)(=O)N2CCOCC2)cc1 (stereo unspecified)
→ i	-0.68
CCC(=O)n1nc(-c2ccc(OC)cc2)nc1SC
→ i	1.9
Nc1cc(C(F)(F)F)ccc1NCCc1ccccn1
→ i	0.03
C1=C2C[N+]3(CCCC3)CC2Cc2ccc3ccccc3c21 (stereo unspecified)
→ i	0.65
COc1ccc(/C=N/Nc2cc(C)nc(N)n2)cc1
→ i	0.01
Cc1cc2ccccc2c(=O)n1CC(=O)NCC(=O)N(C)Cc1ccccc1
→ i	0.69
CCNc1nc(CN2CCOCC2)nc2sc3c(c12)CCC3
→ i	1.1
CCCCCOCC1CC(C/C(C)=N/Nc2nc(-c3ccccc3)cs2)C(=O)O1 (stereo unspecified)
→ i	0.32
CCN(CC)CCCN1C(=O)c2oc3ccccc3c(=O)c2C1c1cc(OC)ccc1OC (stereo unspecified)
→ i	-0.29
O=C(C1CCCCC1)N(Cc1nc2sc3c(c2c(=O)[nH]1)CCCC3)Cc1cccs1
→ i	0.04
COc1ccc(CCNS(=O)(=O)c2cn(C)nc2C)cc1
→ i	-0.01
COC(=O)c1ccc(COc2ccccc2/C=C(\C#N)C(=O)Nc2ccc(C)cc2C)cc1
→ i	-0.17
COc1ccc(N2C(=O)CC(Nc3ccc(C)cc3)C2=O)cc1 (stereo unspecified)
→ i	0.53
COC(C(=O)Nc1ccc(F)c(F)c1)c1ccccc1 (stereo unspecified)
→ i	-0.2
CCn1cc(C(=O)NCCCN2CCC(C)CC2)c(=O)c2cc(S(=O)(=O)N(C)C3CCCCC3)ccc21
→ i	0.35
Cc1cc([N+](=O)[O-])nn1CC(=O)N1CCOCC1
→ i	-0.79
COc1cc(C2NC(=O)NC(C)=C2C(=O)OC2CCCCC2)cc(Br)c1O (stereo unspecified)
→ i	0
O=C(Nc1ccccn1)c1ccc(S(=O)(=O)N2CCCCC2)cc1
→ i	-2.3
Cc1cc(C)c(S(=O)(=O)Cc2ccccc2)c(=O)[nH]1
→ i	1.2
O=C(N/C=C/c1ccccc1)c1ccccc1
→ i	0.81
O=C(CSc1nc2ccccc2s1)NCCOc1ccccc1
→ i	-1.1
O=C1NC(c2cccc(Cl)c2)Nc2ccccc21 (stereo unspecified)
→ i	0.05
COC(=O)Cc1sc(-c2ccccn2)nc1-c1ccccc1
→ i	0.44
O=C(NCCc1ccc2c(c1)OCCO2)c1ccc(F)cc1
→ i	1.8
O=C(Nc1ccc2c(c1)C(=O)N(c1ccccc1)C2=O)c1cccs1
→ i	1.3
CSc1ccc(S(=O)(=O)Nc2ccccc2C(=O)N2CCOCC2)cc1
→ i	-0.45
COc1ccc(NC2=CC(c3ccccc3)N(c3ccc(OC)cc3)C2=O)cc1 (stereo unspecified)
→ i	0.35
CCN1C(=O)/C(=c2\s/c(=C3\Sc4ccccc4N3C)c(=O)n2C)N(C)C1=S
→ i	-0.62
C=CCNc1oc(-c2ccco2)nc1S(=O)(=O)c1ccccc1
→ i	-0.09
COc1cc(O)c(/C=N/NC(=O)c2ccncc2)c(OC)c1[N+](=O)[O-]
→ i	0.56
COc1cccc(C2NC(=O)NC(O)(C(F)(F)F)C2C(=O)c2cccnc2)c1OC (stereo unspecified)
→ i	0.78
CC[C@H](C)[C@H](NC(=O)OCc1ccccc1)C(=O)OCC(=O)N(C)CC(=O)Nc1ccccc1Cl
→ i	1.9
CC(=O)C(/C=N/c1ncc(C(F)(F)F)cc1Cl)=C(\C)O
→ i	0.93
Cc1cc(C(=O)Nc2ccc(S(=O)(=O)Nc3nccs3)cc2)c(C)o1
→ i	-1.9
COc1cc(/C=N/NC(=O)c2sc(N)c(C#N)c2C)ccc1O
→ i	0.72
Cc1[nH]nc2cn[nH]c12
→ i	1.8
O=C(O)c1cccc(-c2nnn(Cc3ccccc3)n2)c1
→ i	0.58
CCSc1ccc2nnc(-c3cccs3)n2n1
→ i	-1
CCCNC(=O)OCCC12CC3CC(CC(C3)C1)C2
→ i	0.03
CCc1ccc(OCC(=O)NC2CC(C)(C)NC(C)(C)C2)cc1
→ i	0
Cc1ccccc1OCC(O)CN (stereo unspecified)
→ i	-0.53
O=C(c1ccc(F)cc1Cl)N1CCN(S(=O)(=O)c2cccs2)CC1
→ i	-0.06
Cc1ccc(NCc2nnc(SCC(=O)NNC(=O)Cc3ccccc3)n2C)cc1
→ i	-0.41
O=C(N/C(=C/c1ccccc1)C(=O)N1CCCCCC1)c1ccccc1
→ i	0.41
O=c1[nH]c(Cc2cccc(C(F)(F)F)c2)nc2ccccc12
→ i	0.7
Cc1ccc(C)c(S(=O)(=O)N/N=C/c2ccc(N3CCOCC3)cc2)c1
→ i	-1.6

(more compounds)
Below each SMILES – KCNQ2 inh	Kir21 inh
CC(C)c1ccc(NC(=O)NC2(C(=O)NCc3cccnc3)CCCCC2)cc1
→ i	-0.29
COc1cccc(C(=O)NC2CC(C)(C)Cc3c2cnn3-c2cccc(F)c2)c1OC (stereo unspecified)
→ i	0.64
O=C(NNC(=O)C1CC(c2cccnc2)=NO1)Nc1cccc(F)c1 (stereo unspecified)
→ i	0.75
Cc1ccc(NC(=O)C2CCN(S(C)(=O)=O)CC2)cc1C
→ i	-2.3
Cc1cc(C(F)F)n2nc(C(=O)Nc3cccc(C(F)(F)F)c3)nc2n1
→ i	-0.55
CC(=O)c1cccc(NC(=O)c2csc3c2CCCCC3)c1
→ i	-0.05
O=C(CSc1nc(=O)[nH]c2c1CCCC2)Nc1cc(C(F)(F)F)cc(C(F)(F)F)c1
→ i	-2.2
O=C(Nc1cccc(-c2csc(Nc3cccc(C(F)(F)F)c3)n2)c1)c1cc([N+](=O)[O-])cc(C(F)(F)F)c1
→ i	1.4
O=C(Nc1nc2ccccc2s1)C1CCCO1 (stereo unspecified)
→ i	0.02
O=C(NC(=S)NNC(=O)c1ccccc1O)c1ccc(F)cc1
→ i	0.01
COc1ccccc1NS(=O)(=O)c1ccc2oc(SCC(C)=O)nc2c1
→ i	-0.55
CCOC(=O)CC/C(=N\NC(N)=O)c1ccc(OC)c(Cl)c1
→ i	-0.04
CCCCOC(=O)c1ccc(NC(=O)c2ccoc2C)cc1
→ i	0.86
Cc1cccc(NC(=O)CCC2CCN(C(=O)c3ccc(C)s3)CC2)c1
→ i	-0.46
CCN(CC)c1ccc(/C=N/NC(=O)OC(C)(C)C)cc1
→ i	0.84
NS(=O)(=O)c1ccc(N=Cc2ccc(Br)s2)cc1
→ i	0.44
COCCNC(=O)c1nc2c(nnn2Cc2cc(C)ccc2C)c(=O)[nH]1
→ i	3.6
CCN(CC(=O)Nc1c(F)cccc1F)C(=O)CNC(=O)c1ccc(Br)o1
→ i	-0.47
Cc1ccc(N(Cc2cc(=O)[nH]c3ccccc23)C(=O)C(C)C)cc1
→ i	-1.1
COc1ccc(OC)c(NC(=O)c2cccc(NC(=O)c3ccccc3C(=O)O)c2)c1
→ i	1.1
CCN(CC)C(=O)C(C)OC(=O)c1ccc(O)cc1 (stereo unspecified)
→ i	0.19
Cc1cc(C(=O)OCC(=O)N2c3ccccc3CC2C)c(C)o1 (stereo unspecified)
→ i	-1
CCN(CCn1cccn1)C(=O)c1cc(COc2ccc(F)cc2Cl)on1
→ i	0.03
CCOc1cc2[nH]c(=O)n(CCCCC(=O)NC3CCCCCC3)c(=O)c2cc1OCC
→ i	-0.45
CC(=O)c1ccc(S(=O)(=O)NCCc2csc(-c3cccnc3)n2)cc1
→ i	-1.1
Cc1cccc(N2C(=O)N3[C@H](c4ccc(F)cc4)[C@@H]4C(=O)N(C5CCCCC5)C(=O)[C@@H]4[C@]3(Cc3ccc(Cl)cc3)C2=O)c1
→ i	-1.3
Cc1cnn(-c2cc(N/N=C/c3ccccc3F)ncn2)c1
→ i	-0.92
Oc1ccc(Br)cc1/C=N/Nc1nc(N2CCCCC2)nc(N2CCOCC2)n1
→ i	-0.12
COc1ccc(OCCSCc2nnc(NC(=O)Nc3ccc(Cl)cc3)s2)cc1
→ i	-0.12
CCOC(=O)CC(NC(=O)C(CC)c1ccccc1)c1ccccc1Cl (stereo unspecified)
→ i	-1.1
COc1ccc(OC)c(N2C(N)=C(C#N)C(c3ccc(OC)c(O)c3)C3=C2CC(C)(C)CC3=O)c1 (stereo unspecified)
→ i	1.1
Cc1ccc(NC2(C#N)C(=O)Nc3ccccc32)cc1C (stereo unspecified)
→ i	2.5
CCOC(=O)C1=C(O)/C(=C/c2cn(CC(=O)N3CCCC3)c3ccccc23)SC1=Nc1ccccc1
→ i	-0.01
Cc1ccn2c(C=O)c(-c3ccc(F)cc3)c(C=O)c2c1
→ i	-0.91
NC(=O)c1sc2nc3c(c(-c4ccco4)c2c1N)CCCC3
→ i	-0.39
O=C(NCC1CCCCC1)c1cc([N+](=O)[O-])ccc1Cl
→ i	0.28
Cc1cc(-c2nc(C)c(C(=O)NNS(=O)(=O)c3cccc(C(F)(F)F)c3)s2)no1
→ i	-0.92
OCCNCCCCSc1ccc(Cl)cc1
→ i	0.02
CC(=O)NC1=NN(C(C)=O)C(C)(c2ccc(C)o2)S1 (stereo unspecified)
→ i	0.26
O=C(NNC1=C(C(=O)C(F)(F)F)CCC1)c1cccc(Cl)c1
→ i	-0.97
CCC(=O)N1c2ccc(S(=O)(=O)CCC(=O)NC3CCCC3)cc2CC1C (stereo unspecified)
→ i	1.2
COc1ccc(N2CCN(C(=O)COC(=O)CCOc3ccc(C)cc3)CC2)cc1
→ i	1.5
COc1cccc(-c2csc(N3CCN(C(=S)Nc4ccccc4)CC3)n2)c1
→ i	-0.1
CS(=O)(=O)N(Cc1ccc(Cl)cc1)c1ccc(C(=O)NCc2ccccn2)cc1
→ i	-0.43
CCOc1ccc(C(=O)OCC(=O)N2CCCC2)cc1OCC
→ i	-2.2
CCCCN(C)CCNC(=O)c1cc2c(-c3ccccc3F)nn(C)c2s1
→ i	-0.03
Cc1ccc(S(=O)(=O)N(C)CC(=O)O/N=C(\N)c2cccnc2)cc1
→ i	0.18
O=C(Nc1nc(-c2ccccn2)cs1)C12CC3CC(CC(O)(C3)C1)C2
→ i	0.68
O=C(Nc1ccc(Cl)cc1)[C@@H]1[C@@H]2C(=O)N(c3ccc(Cl)cc3)C(=O)[C@@H]2[C@H]2C=CC=NN21
→ i	0.08
c1cncc(-c2nc(NCc3cccs3)c3ccccc3n2)c1
→ i	0.38
Cc1ccc(CNC(=O)CS(=O)(=O)Cc2nc(-c3ccc(C)cc3)oc2C)cc1
→ i	-0.27
N#Cc1ccc(C(=O)NC2CCCc3ccccc32)cc1 (stereo unspecified)
→ i	2.1
CS(=O)(=O)N(CC(=O)Nc1ccccc1C(=O)N1CCOCC1)c1ccc(F)c(Cl)c1
→ i	0.07
Cc1cc(C)c2nc(N3CCN(C(=O)c4cccs4)CC3)sc2c1
→ i	-0.36

Gathered by group, the entries above containing an aryl thioether with sulfur outside any ring
Below each SMILES – KCNQ2 inh	Kir21 inh
CCn1c2ccccc2c2cc(NC(=O)CSc3nnc(C4CC4)n3Cc3ccco3)ccc21
→ i	-0.01
CCC(=O)n1nc(-c2ccc(OC)cc2)nc1SC
→ i	1.9
O=C(CSc1nc2ccccc2s1)NCCOc1ccccc1
→ i	-1.1
CSc1ccc(S(=O)(=O)Nc2ccccc2C(=O)N2CCOCC2)cc1
→ i	-0.45
CCSc1ccc2nnc(-c3cccs3)n2n1
→ i	-1
Cc1ccc(NCc2nnc(SCC(=O)NNC(=O)Cc3ccccc3)n2C)cc1
→ i	-0.41
O=C(CSc1nc(=O)[nH]c2c1CCCC2)Nc1cc(C(F)(F)F)cc(C(F)(F)F)c1
→ i	-2.2
COc1ccccc1NS(=O)(=O)c1ccc2oc(SCC(C)=O)nc2c1
→ i	-0.55
OCCNCCCCSc1ccc(Cl)cc1
→ i	0.02
